STAT3 inh: reduces IL-6 driven STAT3 reporter signal; U3A cells, IL-6 STAT3-luciferase reporter, luminescence; host cell line lacks STAT1; inhibition, % at 5.5 µM; 190,000 compounds, 0.89% hits; AID 862;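 active = inhibition above the mean inhibition across all screened compounds plus 3 SD, cut at about 44% in these data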;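 also: 0% = DMSO only wells and 100% = 100 µM nifuroxazide control wells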
NF-kB neuron act: NF-kB expression increase, human neuronal cells; NF-kB reporter expression; hits give high values; fold change at 12.5 µM; 190,000 compounds, 1.6% hits; in the data active = fold change above about 3.3
STAT3 activator: increases IL-6 driven STAT3 reporter signal. U3A cells, IL-6 STAT3-luciferase reporter, luminescence; 100% = signal with IL-6 EC80 alone. activation (% of control), % at 5.6 µM. 190,000 compounds, 0.91% hits;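 active = activation above the screen-wide mean of compound activation plus 3 SD, cut at about 130% in these data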;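 also: 0% = background luminescence of wells with medium and substrate only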
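system = STAT3-luciferase reporter U3A cells | reagent = IL-6 stimulus at 33 ng/mL final | timing = 1 h compound pre-exposure, 6 h IL-6 stimulation, 37 °C | measured by = luminescence | evaluation = % activation versus median of IL-6-stimulated wells | control set = IL-6-only wells as 100% reference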
STAT1 blocker: inhibitors of IFN-gamma induced STAT1 signaling | NIH 3T3 STAT1-luciferase reporter, luminescence | inhibition, % at 5.5 µM | 200,000 compounds, 0.35% hits;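 active = inhibition above a set limit, the mean inhibition across all tested compounds plus 3 SD, cut at about 34% in these data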;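 also: 0% = IFN-gamma with DMSO and 100% = IFN-gamma with 300 µM nifuroxazide; values of inactives mirror those of a sister screen read the other way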
STAT1 activator: STAT1 signaling activation; NIH 3T3 STAT1-luciferase reporter, IFN-gamma, luminescence; 100% = IFN-gamma alone, no compound; activation (% of control), % at 5.5 µM; 200,000 compounds, 2.6% hits; AID 932;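 active = activation above the screen-wide mean activation plus 3 SD, cut at about 130% in these data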;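 also: raw ratio to IFN-gamma control signal so 100% means no change and 0% no light; values of inactives mirror those of a sister screen read the other way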
APP 5'UTR act: activates APP 5'UTR luciferase reporter. activation, % at 2 µM. 190,000 compounds, 1% hits. AID 1276. SH-SY5Y APP 5'UTR luciferase reporter, luminescence; zero percent = DMSO vehicle wells;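 active = activation above a set limit, based on mean plus 3 SD of controls, cut at about 140% in these data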; also: values of inactives mirror those of a sister screen read the other way
FLuc inh counter: counter-screen for luciferase assay inhibitors: firefly luciferase inhibition; ATPLite firefly luciferase biochemical luminescence, 10 min; inhibition, % at 10 µM; 200,000 compounds, 1.5% hits; AID 1006;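 active = inhibition above about 50% when tested at 10 µM, limit read from the data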
Target sequence (P08659 whole entry, looked up): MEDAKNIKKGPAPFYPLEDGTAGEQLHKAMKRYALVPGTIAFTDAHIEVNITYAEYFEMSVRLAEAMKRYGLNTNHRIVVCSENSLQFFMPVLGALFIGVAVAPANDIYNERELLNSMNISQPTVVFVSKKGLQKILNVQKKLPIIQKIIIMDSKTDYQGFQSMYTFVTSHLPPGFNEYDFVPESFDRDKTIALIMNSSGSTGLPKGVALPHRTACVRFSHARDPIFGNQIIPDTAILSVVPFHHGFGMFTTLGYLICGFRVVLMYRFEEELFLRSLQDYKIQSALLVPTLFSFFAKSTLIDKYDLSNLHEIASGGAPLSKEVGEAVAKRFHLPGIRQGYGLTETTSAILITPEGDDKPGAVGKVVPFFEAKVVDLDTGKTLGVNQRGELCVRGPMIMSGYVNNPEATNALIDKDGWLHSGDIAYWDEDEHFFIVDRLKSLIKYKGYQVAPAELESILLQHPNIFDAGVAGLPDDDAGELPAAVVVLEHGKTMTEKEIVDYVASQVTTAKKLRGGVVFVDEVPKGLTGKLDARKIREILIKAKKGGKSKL
RAM inhibit: yeast RAM network inhibition; 190,000 compounds, 1.8% hits; S. cerevisiae dse1pr::URA3 reporter, 5-FOA growth OD615, 2 d; analog-sensitive cbk1-as2 kinase mutant strain; inhibition, % at 50 µM; AID 868;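 active = inhibition above a set limit, 3 SD over mean compound inhibition, cut at about 8.4% in these data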;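 also: 0% = DMSO-only wells with no growth and 100% = 10 µM 1-NA-PP1 full growth; inhibition rescues growth on 5-FOA so higher OD means more RAM inhibition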
APP transl inh: APP translation inhibition. 190,000 compounds, 0.82% hits. SH-SY5Y APP 5'UTR-luciferase reporter, luminescence. inhibition, % at 2 µM;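 active = inhibition above a set limit, derived from the sample mean plus 3 SD, cut at about 45% in these data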; also: values of inactives mirror those of a sister screen read the other way
Hsp70 activator: transcriptional activators of Hsp70. HeLa Hsp70 promoter luciferase reporter, luminescence; scaled: vehicle 0, proteasome-inhibitor control 100%. activation, % at 10 µM. 200,000 compounds, 0.04% hits;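 active = activation above the mean across all tested compounds plus 3 SD, cutoff set per campaign, cut at about 5.5% in these data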;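 also: 100% = MG132 at 30 µM as the positive control and 0% = DMSO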
* hit, by the source's call; / = no result given.

Sample of the layout:
SMILES	STAT3 inh	NF-kB neuron act	STAT3 activator	STAT1 blocker	STAT1 activator	APP 5'UTR act	FLuc inh counter	RAM inhibit	APP transl inh	Hsp70 activator
Cc1n[nH]c(C)c1S(=O)(=O)N1CCN(C2CCCCC2)CC1	8	1.2	98	-6	105	-13	-1	1.7	13	0.1
Cc1cc(=O)n2[nH]c(N)c(N=Nc3ccccc3F)c2n1	6	1.4	97	-6	105	1	-1	3.0	-1	-0.2
O=C1CC(N2CCOCC2)C(=O)N1c1cc(Cl)cc(Cl)c1 (configuration not stated)	-1	0.96	106	-9	109	-15	-1	0.5	15	0.4
Nc1n[nH]c(-c2ccccc2)n1	-2	0.95	103	2	98	16	-3	-1.1	-16	0.1
Cc1c(Nc2cc(N3CCCCCC3)c3nonc3c2[N+](=O)[O-])c(=O)n(-c2ccccc2)n1C	-6	1.3	106	3	97	-13	-8	2.5	13	0.0
Cc1ccc(/C=[N+](\[O-])c2ccc(N(C)C)cc2)c2nsnc12	24	/	83	-72	162*	-61	72*	1.4	61*	0.1
COc1ccc(-c2csc(N=C(N)N)n2)cc1	16	2.4	90	-28	124	43	5	0.7	-43	-0.1

This part in full, from the first entry:
SMILES	STAT3 inh	NF-kB neuron act	STAT3 activator	STAT1 blocker	STAT1 activator	APP 5'UTR act	FLuc inh counter	RAM inhibit	APP transl inh	Hsp70 activator
Cc1n[nH]c(C)c1S(=O)(=O)N1CCN(C2CCCCC2)CC1	8	1.2	98	-6	105	-13	-1	1.7	13	0.1
Cc1cc(=O)n2[nH]c(N)c(N=Nc3ccccc3F)c2n1	6	1.4	97	-6	105	1	-1	3.0	-1	-0.2
O=C1CC(N2CCOCC2)C(=O)N1c1cc(Cl)cc(Cl)c1 (configuration not stated)	-1	0.96	106	-9	109	-15	-1	0.5	15	0.4
Nc1n[nH]c(-c2ccccc2)n1	-2	0.95	103	2	98	16	-3	-1.1	-16	0.1
Cc1c(Nc2cc(N3CCCCCC3)c3nonc3c2[N+](=O)[O-])c(=O)n(-c2ccccc2)n1C	-6	1.3	106	3	97	-13	-8	2.5	13	0.0
Cc1ccc(/C=[N+](\[O-])c2ccc(N(C)C)cc2)c2nsnc12	24	/	83	-72	162*	-61	72*	1.4	61*	0.1
COc1ccc(-c2csc(N=C(N)N)n2)cc1	16	2.4	90	-28	124	43	5	0.7	-43	-0.1
O=C(c1cnn2c(C(F)(F)F)cc(-c3ccco3)nc12)N1CCCc2ccccc21	-3	1	107	1	99	8	-7	3.8	-8	0.3
COc1ccc2cc(C(=O)NCc3ccco3)c(=Nc3ccc(C(=O)O)cc3)oc2c1	26	1.6	82	11	91	38	0	3.6	-38	0.2
COc1ccc(S(=O)(=O)Nc2cccc(N(C)S(C)(=O)=O)c2)cc1Br	10	0.84	95	17	84	7	-1	1.0	-7	-0.5
CCCNC(=O)c1ccc2c(c1)C1C3CCC(C3)C1C(c1ccccc1)N2 (configuration not stated)	6	0.72	95	3	98	-5	-3	2.5	5	0.6
CN(c1ccc(C(=O)Nc2nccs2)cc1)S(=O)(=O)c1ccccc1	4	1.6	99	-20	118	54	-2	4.1	-54	-0.1
CC(C)N=c1scc(-c2cccs2)n1/N=C/c1ccc(O)c(O)c1O	-15	1.8	110	-11	109	-27	15	1.7	27	0.2
Cc1ccc(SCC(=O)NCCSC(C)(C)C)cc1	-9	1.6	108	-15	112	-3	0	0.6	3	-0.2
Cc1ccc(NCC(=O)N/N=C/c2cccc(Br)c2)cc1	12	1.1	94	-6	104	6	3	1.8	-6	0.5
COc1ccc(C(=O)N2CCN(Cc3ccccc3C)CC2)cc1OC	10	1	95	6	95	-10	-8	3.1	10	0.1
Cc1nn(C)c(Oc2cccc(Cl)c2)c1C(=O)O	-1	0.98	103	0	100	0	1	-0.2	0	-0.1
CC1CCN(C(=O)CSCC(=O)O)CC1	6	1.4	97	6	93	-1	-2	1.5	1	-0.2
CCOC(=O)CSc1n[nH]c(-c2cccnc2)n1	-9	1.2	111	-2	102	9	-8	0.6	-9	-0.1
COCCNC(=O)c1ccc(Cl)c(Cl)c1	5	1.1	99	-1	101	-4	-4	0.3	4	0.0
C=CCn1c(SCC(=O)Nc2cccc3ccccc23)nnc1-c1cnccn1	-2	0.78	106	0	100	-7	-5	-0.3	7	-0.1
CC(=O)N/C(=C/c1ccc2c(c1)OCO2)C(=O)NCC(=O)O	2	0.99	99	-6	105	0	-5	0.3	0	-0.3
CCOc1ccc(-n2c(Cc3cc(=O)[nH]c(=O)[nH]3)nnc2SC(C)C(=O)OC)cc1 (configuration not stated)	4	1	101	1	99	-2	-8	-0.7	2	-0.4
CCN(CC)S(=O)(=O)c1ccc(NS(=O)(=O)c2ccc(O)c([N+](=O)[O-])c2)cc1	-3	1.1	106	6	95	-2	-3	0.0	2	-0.3
O=C1C=C(NNC(=O)c2cccnc2)CC(c2ccco2)C1 (configuration not stated)	9	1.1	98	-4	102	-12	0	2.7	12	-0.2
CCN(Cc1ccccc1)C(=O)CN1C(=S)NC(C)(C)CC1C (configuration not stated)	3	1.1	96	9	92	2	-8	1.8	-2	-0.3
O=C(Nc1cccc(C(=O)N2CCN(Cc3ccccc3)CC2)c1)c1ccccc1	7	0.49	97	12	89	7	-2	-0.4	-7	-0.2
CSCc1c(C(=O)NC2CCCc3ccccc32)oc2ccccc12 (configuration not stated)	-1	1.2	106	2	99	14	-3	3.7	-14	0.6
NC(=O)c1cc2n(n1)C(C(F)(F)F)CC(c1ccco1)N2 (configuration not stated)	-3	0.85	106	-8	107	-8	-3	0.5	8	-0.2
Nc1cc(-c2ccccc2)nn1Cc1ccccc1	26	1.3	86	-2	101	28	-1	0.1	-28	-0.2
CCOC(=O)CSC(C)C(=O)Nc1nnc(C(C)C)s1 (configuration not stated)	9	1.1	100	-4	104	/	-4	1.7	/	-0.1
Cc1ccc(C)c(NC(=S)NNC(=O)c2csc(C(C)C)c2)c1	21	/	85	-11	110	28	3	2.1	-28	-0.3
CCC(=O)N1CCc2cc(S(=O)(=O)CCC(=O)Nc3ccc(F)c(F)c3)ccc21	1	0.99	98	-3	103	-5	-4	1.1	5	-0.5
Cc1nnc(NC(=O)Cc2cccs2)s1	-6	0.94	107	-3	103	-2	-11	-0.4	2	-0.1
Cc1cc(C)nc(NC(=O)/C=C/c2ccc3c(c2)OCO3)c1	-1	3.3*	99	-40	135*	100	71*	0.9	-100	-0.3
CCOn1c(=O)c(-c2ccc(Cl)cc2)[n+]([O-])c2ccccc21	19	1.1	85	0	97	-5	-1	0.1	5	-0.5
O=C(CSCc1c(Cl)cccc1Cl)Nc1ccccc1C(=O)N1CCOCC1	-4	0.76	104	-3	103	19	-7	0.8	-19	-0.3
O=C(CSc1nnc(CN2CCOCC2)n1-c1ccc(Cl)cc1)Nc1cc(Cl)ccc1O	8	0.9	98	-1	101	-15	-3	11*	15	0.3
CCN(CC)c1ccc(C=Nc2cc(C)cc(C)c2)c(O)c1	-4	1.1	101	2	101	-6	6	0.9	6	0.2
Cc1ccccc1NS(=O)(=O)c1ccc2c(c1)NC(=O)CO2	10	1	94	7	92	-7	-10	-0.7	7	-0.3
Cc1cc(N2CCC(C(=O)Nc3ccc(F)cc3)CC2)nc(-c2ccccc2)n1	7	1.1	100	4	96	20	3	0.9	-20	-0.3
COc1ccccc1OCCNc1cc(N2CCCCC2)ccc1[N+](=O)[O-]	-4	1.1	101	12	90	18	-4	11*	-18	-0.2
CCCC(=O)NC(=S)Nc1c(C)cc(Br)cc1C	-2	/	106	-2	102	0	/	/	0	-0.1
O=[N+]([O-])c1ccc(-c2nnc(-c3ccccc3)c(N3CCOCC3)n2)cc1	10	1.1	96	-3	103	5	-4	3.2	-5	-0.1
S=C(NCc1ccccc1)NNc1nc2ccccc2[nH]1	-2	1.1	103	-1	100	-5	2	1.0	5	-0.1
COc1ccccc1NC(=O)CNc1ccc(F)c(Cl)c1	-6	1.1	105	-1	101	5	-1	0.0	-5	-0.5
O=C(NCc1ccccn1)c1cc(-c2ccccc2)on1	4	2.2	99	-15	114	26	7	1.0	-26	-0.2
COCC(=O)NC1CCN(C(=O)NCc2ccccc2)CC1	0	1.4	100	-3	107	-15	-3	2.4	15	-0.2
Oc1ccccc1N=Cc1ccc[nH]1	11	0.53	97	13	88	-15	-2	-0.1	15	0.1
COc1ccc(C(=O)OCCCN(C)C)cc1OC	1	0.98	99	-2	102	-21	-6	0.4	20	-0.1
C/C(=N\NC(=O)c1ccccc1[N+](=O)[O-])c1ccc(Br)s1	2	/	104	10	91	-3	-6	4.1	3	0.2
Cc1nnc(NC(=O)Oc2ccccc2)s1	2	1.2	103	7	94	-11	-2	1.4	11	0.2
CCCN(CCC)C(=O)Cn1ccc(=N)c2ccccc21	2	1.1	100	-12	111	-6	-7	3.3	6	0.0
CCN(CC)CCN1C(=O)C(=O)/C(=C(/O)c2ccc(Cl)cc2)C1c1ccncc1 (configuration not stated)	15	1.3	89	5	95	12	-7	1.9	-12	-0.4
Cc1n(CC(=O)c2ccc(F)cc2)c2ccccc2[n+]1C	-4	1.1	105	4	95	-7	-9	-1.2	6	-0.2
C/C(=N\OC(=O)c1cccc(C)c1)c1sc(-c2ccccc2)nc1C	-8	3.6*	116	-15	114	2	-4	7.0	-2	-0.1

Exported with two lines to a compound: entries from further up.
Order of values – STAT3 inh	NF-kB neuron act	STAT3 activator	STAT1 blocker	STAT1 activator	APP 5'UTR act	FLuc inh counter	RAM inhibit	APP transl inh	Hsp70 activator
- COCC(=O)NC1CCN(C(=O)NCc2ccccc2)CC1
  0	1.4	100	-3	107	-15	-3	2.4	15	-0.2
- Cc1nnc(NC(=O)Oc2ccccc2)s1
  2	1.2	103	7	94	-11	-2	1.4	11	0.2
- CCCN(CCC)C(=O)Cn1ccc(=N)c2ccccc21
  2	1.1	100	-12	111	-6	-7	3.3	6	0.0
